Assay outcomes: PubChem, National Center for Advancing Translational Sciences (NCATS)
IMPase Li inh – membrane-permeable IMPase blocker, potentiated with lithium | CHO-M1 cells, IP1 TR-FRET (IP-One), carbachol + lithium | actives 0.35% (n = 210,000) | AID 1457 | Potency, µM (titrated, usually from 59.4 µM), for inactives: at the top dose activity, negative = IMPase inhibition, most hits filed as inhibitors;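 note: IP1 builds up when IMPase is blocked and the TR-FRET signal falls; plate controls were basal vehicle for no effect and high inhibitor control for full effect; nearly all actives have a fitted effect of over 50% in size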
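Lithium-sensitised IP1 accumulation assay; M1-expressing CHO cells treated 30 min at 37C with compound. Competitive antibody detection by time-resolved FRET followed a 10 min room-temperature lysis step.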
HTT ATP protect – cytoprotection in Huntington HTT-Q103 PC12 cell model | actives 0.14% (n = 230,000) | Potency, µM (highest dose often 56.4 µM), for inactives: cytoprotection (ATP increase), hits mostly activators | PC12 HTT-Q103 induced, cytoprotection, ATP luminescence, 40 h | AID 1471;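 note: % of control where 0% means no effect; nearly all actives have a fitted effect of over 45% in size; toxic huntingtin expression switched on by the ecdysone agonist tebufenozide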
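PC12 cells with ecdysone-inducible HTT exon 1 Q103-GFP, induced with 100 nM tebufenozide and co-treated with library compounds in a dose series (1536-well, 1500 cells/well). Cytoprotection read as ATP content by ATPlite luminescence.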
GAA glycogen – GAA glycogen-cleavage inhibition or activation; P10253; recombinant GAA, glycogen substrate, Amplex Red glucose oxidase fluorescence; Potency, µM (highest dose often 76.4 µM), without a hit: at the top dose activity change, negative = inhibition, hits mostly inhibitors; actives 0.38% (n = 300,000); AID 2100;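 note: 0% = full enzyme reaction and -100% = no-enzyme basal signal; the screen sought inhibitors and activators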
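Recombinant human alpha-glucosidase (4 nM final) hydrolysed bovine liver glycogen (30 ug) for 40 min at 37 C in pH 5.0 citrate/phosphate with 0.01% Tween-20. Released glucose detected by glucose oxidase/Amplex Red, Ex 573/Em 610 nm. Compounds up to 77 uM; AC50 from Hill fits.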
GoLoco inh red – inhibitors of human Gai1-RGS12 GoLoco interaction (red fluorophore). P63096. Gai1:RGS12 GoLoco peptide FP, rhodamine, 10 min. Potency, µM (highest dose often 61.6 µM), for inactives: at the top dose activity, negative = inhibition, most hits filed as inhibitors. actives 0.44% (n = 230,000); active = well fitted inhibition curve with a large enough effect, not every such curve was filed as active; inactive = no such curve, though single readings can be large or run the other way; note: % is set by controls: 0 for no effect and ±100 for the full control effect; nearly all actives have a fitted effect of over 30% in size; many of its hits are not listed in these tables
Target sequence (P63096 whole entry, looked up): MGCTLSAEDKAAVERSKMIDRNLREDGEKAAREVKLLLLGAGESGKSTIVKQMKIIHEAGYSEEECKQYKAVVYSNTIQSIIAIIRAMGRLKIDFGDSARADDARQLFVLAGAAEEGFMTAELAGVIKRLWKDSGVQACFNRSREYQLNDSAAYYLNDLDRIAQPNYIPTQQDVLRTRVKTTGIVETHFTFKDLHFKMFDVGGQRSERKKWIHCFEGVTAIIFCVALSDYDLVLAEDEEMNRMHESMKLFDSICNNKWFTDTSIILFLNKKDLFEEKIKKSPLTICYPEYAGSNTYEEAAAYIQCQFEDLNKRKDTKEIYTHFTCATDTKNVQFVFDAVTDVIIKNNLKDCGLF
GAA inh – blocks human lysosomal alpha-glucosidase; P10253; purified human GAA, 4-MU-alpha-glucoside fluorescence; Potency, µM (highest dose often 76.9 µM), without a hit: top-dose activity change, negative = inhibition, hits mostly inhibitors; actives 0.005% (n = 200,000);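 note: plate controls were uninhibited enzyme wells for no effect and no-enzyme background for full effect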
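Compounds are titrated up to 77 uM against 4 nM human enzyme. Substrate 4-methylumbelliferyl-alpha-D-pyranoside (400 uM) reacts 20 min at room temperature in pH 5.0 buffer; liberated 4-methylumbelliferone is read at 440 nm.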
GAA spleen mod – inhibits or activates alpha-glucosidase in human spleen homogenate; AID 2112; P10253; Potency, µM (highest dose often 79.9 µM), without a hit: at the top dose activity change, negative = inhibition, usual class: inhibitors; actives 0.006% (n = 240,000); human spleen homogenate, 4-MU-alpha-glucoside fluorescence;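 note: 0% = enzyme with vehicle and -100% = no enzyme basal signal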
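Human spleen homogenate (1 ug) with 4-methylumbelliferyl-alpha-D-glucopyranoside (1 mM final) in 50 mM citrate/phosphate pH 5.0, 0.01% Tween-20; 40 min at 37 C. Stopped at pH 10; 4-MU fluorescence Ex 365/Em 440 nm; AC50 by Hill fit.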
HttQ103 aggreg – inhibitors of mutant huntingtin aggregate formation in PC12 cells | AID 1688 | actives 1.1% (n = 220,000) | Potency, µM (series often up to 46.1 µM), for the others: at the highest dose activity change, negative = inhibition, actives largely listed as inhibitors | PC12 HttQ103-GFP aggregates, Acumen cytometry, 40 h; note: % is set by controls: 0 for no effect and ±100 for the full control effect; nearly all actives have a fitted effect of over 60% in size
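Multiplexed with ATP-based cell death, this channel scores GFP aggregates in PC12 cells expressing inducible HTTex1-Q103-GFP. Induction used 100 nM tebufenozide; compounds were tested in concentration series.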
An asterisk follows results filed as active; ? = inconclusive; / = not tested or not shown; [ ] = dose if it differs, or a comment. Unless noted, calls come from the whole dose curve; as a rule, active = well fitted curve in the direction sought with a large enough effect; inconclusive = small, poorly fitted or top-dose-only effect, or another doubt; inactive = no such curve, though single readings can be large; an effect the other way counts as inactive or inconclusive. Potency is the fitted concentration of half-maximal effect. A portion of the library. The share of hits here may be higher or lower than overall.

A first look (four entries):
Values in the order: GAA glycogen	GoLoco inh red	HTT ATP protect	HttQ103 aggreg	GAA spleen mod	IMPase Li inh	GAA inh
O=C(O)C1CCN(C(=O)Cc2ccccc2)CC1
  12%	2%	3%[10 µM]	-7%[9.22 µM]	-3%	-3%	1%
O=C(CCNc1n[nH]c(=O)[nH]c1=O)N/N=C\c1cccc(OCc2ccccc2)c1
  -8%	4%	12%[10 µM]	16%	16%	-3%	2%
O=S(=O)(Cc1cc(N2CCOCC2)nc(-c2ccccn2)n1)c1ccccc1
  8%	12%	-69%[inhibitor]	?	-17%	8%	-4%
Cc1ccc(NC(=O)Cn2cnc3sc(C(=O)NCc4ccco4)c(C)c3c2=O)cc1Cl
  -2%	-10%	-3%	7%[1.84 µM]	-4%	28%[38.3 µM]	-2%

The list itself, repeating the preview:
Values in the order: GAA glycogen	GoLoco inh red	HTT ATP protect	HttQ103 aggreg	GAA spleen mod	IMPase Li inh	GAA inh
O=C(O)C1CCN(C(=O)Cc2ccccc2)CC1
  12%	2%	3%[10 µM]	-7%[9.22 µM]	-3%	-3%	1%
O=C(CCNc1n[nH]c(=O)[nH]c1=O)N/N=C\c1cccc(OCc2ccccc2)c1
  -8%	4%	12%[10 µM]	16%	16%	-3%	2%
O=S(=O)(Cc1cc(N2CCOCC2)nc(-c2ccccn2)n1)c1ccccc1
  8%	12%	-69%[inhibitor]	?	-17%	8%	-4%
Cc1ccc(NC(=O)Cn2cnc3sc(C(=O)NCc4ccco4)c(C)c3c2=O)cc1Cl
  -2%	-10%	-3%	7%[1.84 µM]	-4%	28%[38.3 µM]	-2%
Oc1cccc(/C=N\Nc2nncc(-c3ccccc3)n2)c1
  ?	20%	-33%[10 µM]	1%[9.22 µM]	-12%	12%	?
CN1CCN(c2oc(Cc3cccc4ccccc34)nc2C#N)CC1
  6%	4%	-8%[10 µM]	-13%[9.22 µM]	0%	/	/
Cc1cccc(Nc2ccccc2)c1
  1%	-14%	-5%[0.074 µM]	7%	-8%	9%[38.3 µM]	-4%
CCOC(=O)Cc1csc(NC(=O)/C=C/c2ccco2)n1
  -3%	7%	-35%[10 µM]	-8%[9.22 µM]	5%	/	/
CCOC(=O)N1CCC(N2C(=O)c3cc(C(=O)NC4CCCCC4)ccc3C2O)CC1 (configuration not stated)
  3%	2%	-2%	4%	-5%	16%[38.3 µM]	4%[15.4 µM]
CCOCCCNC(=O)Cc1c(C(=O)O)[nH]c2ccc(Cl)cc12
  6%	-5%	-9%[10 µM]	2%	1%	0%	2%
COCCn1c(=O)c(C)nc2cnc(N(C)C)nc21
  /	11%	-173%[inhibitor]	/	4%	-5%	/
COc1ccc(-c2c(C(F)(F)F)[nH]n3c(=O)cc(-c4ccccc4)nc23)cc1
  -2%	3%	-8%[10 µM]	8%[9.22 µM]	2%	/	/
Cc1ccc(C(=O)COC(=O)c2cn(-c3ccccc3)nc2-c2ccccc2)cc1[N+](=O)[O-]
  4%	8%	10%[10 µM]	-30%	1%	7%	-5%
O=c1c(-c2cccs2)nc2cnc(Oc3cccc(Cl)c3)nc2n1C1CC1
  /	28%	8%	/	9%	9%	/
CCCc1nn(C)c(C(=O)Nc2ccc3ccccc3c2)c1Cl
  7%	-8%	/	?	-3%	0%	1%
O=[N+]([O-])c1ccc2c(c1)C=C1CCCCC1(N1CCCCC1)O2 (configuration not stated)
  9%	9%	32%[1.9 µM]	-2%	-7%	11%	-3%
Cc1ccc(C(C(=O)NC(C)(C)C)N(Cc2ccco2)C(=O)Cn2nnc(-c3cccs3)n2)cc1 (configuration not stated)
  6%	-8%	15%[1.9 µM]	0%	4%	15%	-4%
COCCNC(=O)Cn1cnc2ccc(S(=O)(=O)N3CCC(C)CC3)cc2c1=O
  1%	-3%	3%	1%	-3%	-8%[38.3 µM]	3%
COC(=O)c1ccc2ncccc2c1
  3%	0%	-1%	?	-2%	19%[38.3 µM]	-3%
Cc1nn(CC(=O)N(C)Cc2ccc(F)cc2)c(C)c1[N+](=O)[O-]
  9%	-44%	13%[10 µM]	-2%	14%	2%	6%
CC1(C)NC(=O)N(CC(=O)OCC(=O)Nc2cccc(F)c2)C1=O
  4%	-5%	8%	6%	-7%	21%[38.3 µM]	4%
C/C(Cn1nnc([N+](=O)[O-])n1)=N\NC(=O)c1ccccc1
  -12%	-4%	/	?	4%	-8%[38.3 µM]	-9%
NC(=O)[C@@H]1CCCN1Cc1nc(-c2ccc(C(F)(F)F)cc2)no1
  17%	2%	-5%[10 µM]	-9%[9.22 µM]	-2%	5%	-21%
CCCc1c(OCCCOc2ccc(OCC(=O)O)cc2)ccc(CC=O)c1O
  /	2%	-2%	/	-6%	4%	/
O=c1cc(-c2cccnc2)oc2c1ccc1ccccc12
  3%	9%	6%[10 µM]	-11%[9.22 µM]	4%	/	/
COc1ccc(-c2nc(CN3CCCC(C(=O)NC4CCCC4)C3)c(C)o2)cc1 (configuration not stated)
  15%	10%	-24%	10%	-20%	12%[38.3 µM]	?
Cc1ccc(S(=O)(=O)N2CCCN(S(=O)(=O)c3ccc(C(F)(F)F)cc3)CC2)cc1
  6%	9%	-11%[10 µM]	5%	6%	-1%[38.3 µM]	3%
C=CCN(CC=C)C(=S)Nc1cc(Cl)ccc1OC
  13%	1%	?	22%	2%	3%	0%
BrC(=C\c1ccccc1)/C=N/N1CCN(c2ccccn2)CC1
  -10%	4%	0%[10 µM]	15%	-3%	26%[38.3 µM]	-1%
Cn1nc(C(F)(F)F)c(-c2ccc(Br)cc2)c1NC(=O)c1cccnc1
  0%	-1%	9%[10 µM]	-24%[9.22 µM]	6%	/	/

Reformatted: three of the compounds above.
Compound,GAA glycogen,GoLoco inh red,HTT ATP protect,HttQ103 aggreg,GAA spleen mod,IMPase Li inh,GAA inh
COCCn1c(=O)c(C)nc2cnc(N(C)C)nc21,/,11%,-173%[inhibitor],/,4%,-5%,/
O=c1cc(-c2cccnc2)oc2c1ccc1ccccc12,3%,9%,6%[10 µM],-11%[9.22 µM],4%,/,/
COC(=O)c1ccc2ncccc2c1,3%,0%,-1%,?,-2%,19%[38.3 µM],-3%

The list continues:
Values in the order: GAA glycogen	GoLoco inh red	HTT ATP protect	HttQ103 aggreg	GAA spleen mod	IMPase Li inh	GAA inh
O=C(COc1cccnc1[N+](=O)[O-])N1CCN(C(=O)c2ccco2)CC1
  5%	3%	1%	0%	5%	2%	4%
CC(=O)OC1CC2(C)C(=O)CCC2C2CCc3cc(O)ccc3C12 (configuration not stated)
  1%	-1%	-5%	27%	-13%	-1%[38.3 µM]	0%
Cc1ccc(C(=O)OCC(=O)N2CCc3ccccc32)cc1
  4%	-3%	-30%	3%	-7%	-12%[38.3 µM]	-1%
O=[N+]([O-])c1c(NCc2ccccc2)cc(N2CCc3ccccc3C2)c2nonc12
  2%	16%	0%[10 µM]	8%	-5%	-1%	6%
CCC(C)n1nnc2c(=O)oc3ccccc3c21 (configuration not stated)
  1%	9%	11%	-2%	-5%	1%[38.3 µM]	0%
O=C(O)COc1ccccc1/C=N/NC(=O)CSc1nnc(SCc2ccccc2)s1
  1%	2%	15%[10 µM]	20%[9.22 µM]	8%	/	/
Cc1cccn2c(CN(C)C3CCOC3)c(C(=O)N3CCCCC3)nc12 (configuration not stated)
  -2%	9%	?	12%[9.22 µM]	1%	-2%	9%
O=C(OCC(=O)N1CCCCCC1)c1ccc(S(=O)(=O)N2CCOCC2)cc1
  7%	4%	-26%	8%	-5%	12%	-7%
Cc1nc2ccccc2c2c1C(=O)NC2=O
  0%	7%	8%[10 µM]	17%[9.22 µM]	5%	/	/
N#C/C(=C\N1CCN(Cc2ccc3c(c2)OCO3)CC1)c1nc2ccccc2s1
  -11%	75%[activator]	-46%[inhibitor]	?	0%	14%[38.3 µM]	1%
O=C1c2ccccc2COc2ccc(O)cc21
  -4%	11%	3%	-11%	3%	-9%[38.3 µM]	3%
COc1ccc2cc(C(=O)Nc3ccccc3)sc(=O)c2c1OC
  2%	22%	-9%[10 µM]	0%	1%	-29%	-8%
CCOC(=O)c1sc(Nc2nc(C)cc(C)n2)nc1C
  0%	2%	-22%[10 µM]	4%[9.22 µM]	-1%	/	/
COc1cccc(NC(=O)CC2SC(=Nc3ccccc3)NC2=O)c1 (configuration not stated)
  -1%	5%	19%	-9%[9.22 µM]	-18%	1%[38.3 µM]	-1%
CCOC(=O)c1c(NC(=S)NC)sc2c1CCCC2
  -1%	1%	12%[10 µM]	-17%[9.22 µM]	-4%	/	/
C/C(=N/O)c1ccc(Oc2cnccn2)cc1
  5%	-7%	-71%[inhibitor]	6%	0%	0%	-3%
CC1CCCCN1CC(=O)Nc1ccc(N2CCCCCC2)cc1 (configuration not stated)
  ?	-10%	-22%[10 µM]	-6%[9.22 µM]	-3%	30%	?
COc1ccc2[nH]c(=O)c(CN(CCCN(C)C)C(=O)Nc3ccccc3)cc2c1
  4%	2%	-7%	7%[9.22 µM]	5%	0%[38.3 µM]	2%
O=c1c2cc(Cl)ccc2nc(-c2ccccc2)n1O
  3%	6%	-1%[10 µM]	?	6%	-7%	4%
Cc1ccc2oc(-c3ccccc3)c(O)c(=O)c2c1
  /	0%	24%[1.9 µM]	/	-9%	0%	/
COC(=O)C1=C(C)N=C2SC(C)C(=O)N2C1/C=C/c1ccccc1OC (configuration not stated)
  -5%	12%	-9%	29%	10%	6%[38.3 µM]	-2%
CCCCCn1c(=O)c(C(=O)OCC)c(Cl)c2ccccc21
  5%	3%	-20%[10 µM]	-12%[9.22 µM]	3%	/	/
O=C(COC(=O)Cc1ccsc1)NCC12CC3CC(CC(C3)C1)C2
  5%	-2%	-2%	-3%	-4%	18%[38.3 µM]	-8%
Cc1ccc(S(=O)(=O)N[C@@H](CC(C)C)C(=O)NCc2ccco2)cc1
  7%	6%	8%[0.074 µM]	-6%	-2%	-9%[38.3 µM]	2%
Cc1ccccc1C(=O)NC(CC(C)C)C(=O)Nc1ccc(F)c([N+](=O)[O-])c1 (configuration not stated)
  3%	15%	1%[10 µM]	-6%	-1%	-1%	1%
